Screening data deposited in PubChem BioAssay by Broad Institute.
EWS-Fli inh: EWS/Fli-driven NR0B1 reporter inhibitors, primary screen, A673 cells, NR0B1 luciferase, luminescence, MLPCN library | viability-normalised | inhibition, % at 12.6 µM | AID 651661, 2012 | 0.67% of 350,000 active;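 active = mean inhibition of at least 50% after viability correction, with every replicate also passing that limit; inconclusive = mean reaches 50% but only one of two replicates passes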;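 also: firefly luciferase signal divided by Alamar Blue viability fluorescence both relative to DMSO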
PAX8 reporter: inhibitors of PAX8-driven TPO luciferase reporter, primary screen, RMG-I cells, single concentration. SteadyGlo, 24 h. inhibition, % at 12.6 µM. AID 652154, 2013. 1.2% of 360,000 active;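 active = mean replicate inhibition at least 60% with every replicate also reaching 60%; inconclusive = only one of the two criteria is met; inactive = mean below 60% and not all replicates reaching 60%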;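 also: luciferase light reporting Pax8 driven TPO promoter activity; plate controls were median of neutral control wells for no effect and mitoxantrone controls for full effect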
FN deposition inh: inhibitors of fibronectin matrix deposition, primary screen, AH1F cells, Alexa488-fibronectin fluorescence, plate reader. AH1F fibroblasts, overnight. inhibition, % at 12.6 µM. 0.086% of 350,000 active;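 active = mean inhibition across replicates of 30% or more, regardless of how many single replicates reach that level; inconclusive = mean under 30% yet at least half of replicates reach 30%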;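 also: positive control wells lacked labelled fibronectin entirely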
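Measured by – fluorescence 485/525 nm · System – AH1F fibroblast monolayer, labelled fibronectin deposition · Amount – 10000 cells per well · Buffer or medium – serum-reduced DMEM (2% serum) · Doses – single dose, pinned · Also added – fluorescent fibronectin at 24 nM final · Schedule – 1 h cell attachment, overnight exposure to compound and label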
Cneo AK release: Cryptococcus neoformans cell lysis inducers, primary screen, AK release luminescence, single concentration; lysis activity, % at 15 µM; 0.2% of 360,000 active; AID 651654, 2012; C. neoformans lysis, adenylate kinase release luminescence, 4 h; normalised: neutral wells 0, clomiphene wells 100;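 active = mean lysis activity across replicates of at least 80%, whatever share of replicates individually reach that level; inactive = mean lysis activity below 80%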
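Assay system: C. neoformans cells. Amount: yeast cell density of 5 × 10^6 cells/mL. Technique: AK luminescence. Buffer or medium: YPD. Times: static 4 h at 37 °C with compound, 1 h detection. Dosing: single-point compound dose. Read-out: lysis from increased AK signal.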
LGR2 inh: inhibitors of bursicon-induced LGR2 CRE-luciferase signal, primary screen, cell-based, HEK293, CRE-luciferase reporter, bursicon stimulation. 0.35% of 380,000 active. inhibition, % at 9.99 µM. bursicon-stimulated, 4 h. AID 720647, 2013. Drosophila bursicon receptor LGR2 (rickets);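 active = drop in luminescence signal, shown as inhibition above about 50% in the replicate tests, limit read from the data, passing the limit was not always enough; inconclusive = probably only some replicates passing the limit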;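 also: agonist challenge used bursicon conditioned medium at about half maximal strength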
CASP6 VEID inh: human caspase-6 inhibitors, primary screen, biochemical, VEID-R110 fluorescence, single point, set 2; P55212; purified caspase-6, Z-VEID-R110 cleavage fluorescence; inhibition, % at 12.5 µM; 0.53% of 350,000 active; AID 686996, 2013;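 active = mean inhibition across replicates at least about 35%, with every replicate also reaching that limit, limit read from the data; inconclusive = only one of the two criteria met; inactive = neither criterion met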;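 also: 0% = median of neutral control wells and 100% = no fluorescence left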
Target sequence (P55212 24-179 limits assumed): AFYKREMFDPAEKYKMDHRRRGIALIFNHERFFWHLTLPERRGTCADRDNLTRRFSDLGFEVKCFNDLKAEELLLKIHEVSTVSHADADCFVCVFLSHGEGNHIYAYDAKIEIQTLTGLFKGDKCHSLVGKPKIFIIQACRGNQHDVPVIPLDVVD
Target sequence (P55212 194-293 limits assumed): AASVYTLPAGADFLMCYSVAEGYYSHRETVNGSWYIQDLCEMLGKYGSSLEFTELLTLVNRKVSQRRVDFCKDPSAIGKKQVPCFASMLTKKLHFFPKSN
miR122 inh: miR-122 Renilla sensor signal increase in Huh7, primary screen, miR-122 inhibitor project, cell-based, single point, plate reader. activation (reporter increase), % at 12.5 µM. 0.3% of 340,000 active. Huh7 miR-122 Renilla luciferase sensor, 48 h; neutral wells = 0, positive control = 100;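 active = mean replicate activation score at least 90 and every replicate individually at or above 90; inconclusive = only one of the two criteria met; inactive = neither criterion met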;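 also: higher luciferase means less miR-122 activity so hits act as miR-122 inhibitors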
PGC1a acetyl inh: inhibitors of PGC1a acetylation signal, primary screen, cell-based, U2OS, AlphaScreen, inhibitor mode; AlphaScreen anti-acetyl-lysine; with virally co-expressed GCN5 acetyltransferase; 0.17% of 350,000 active; inhibition, % at 15.6 µM; AID 651687, 2012;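 active = every replicate shows inhibition of at least 40%; inconclusive = mean inhibition at least 40% but some replicate below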;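 also: 0% = neutral control wells and 100% = positive control wells; some results beyond the cut were filed as inactive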
* marks the source's active call; other numbers are inactive results; ? = inconclusive; nt = not tested or not shown; [ ] = dose if it differs, or a comment.

structure	miR122 inh	Cneo AK release	FN deposition inh	LGR2 inh	EWS-Fli inh	CASP6 VEID inh	PGC1a acetyl inh	PAX8 reporter
Brc1ccccc1C1=Nn2c(nnc2-c2ccco2)SC1	10	1	-1	-1	13	2	4	14
Cc1ccc(C(=O)Nc2cc([N+](=O)[O-])ccc2C)cc1	-2	nt	nt	5	-12	-2	2	14
COCC(=O)Nc1ccc2c(c1)OC[C@H](C)N(C(=O)Cc1cccnc1)C[C@H](C)[C@@H](OC)CN(C)C2=O	nt	nt	-17	5	nt	5	4	-6
FC(F)(F)c1nc2ncc(Cl)cc2[nH]1	0	-1	0	-2	nt	2	-6	nt
Cc1cccc(OCCN2CCOCC2)c1C	-5	-1	0	5	0	-2	10	2
C[C@H](CO)N1C[C@H](C)[C@H](CN(C)C(=O)CCC(F)(F)F)OCCCC[C@H](C)Oc2ccc(NC(=O)CCC(F)(F)F)cc2C1=O	11[16.7 µM]	2	-12	7	9	-2	4	23
COc1ccc(N2CCN(C(=O)CCN3C(=O)C4C5C=CC(C5)C4C3=O)CC2)cc1 (configuration not stated)	nt	nt	12	-24	7	0	nt	10
COc1ccc(-c2nc(/C=C3\C(C)=Nc4ccccc43)c(O)o2)cc1	nt	nt	-20	-17	13	4	5	16
CCCCSc1nc2ccc(Nc3nc(N4CCOCC4)nc(N4CCOCC4)n3)cc2s1	-7	1	nt	-10	nt	nt	-8	nt
O=C(/C=C/c1ccccc1)NC1CCS(=O)(=O)C1 (configuration not stated)	-4	3	2	-6	nt	nt	0	7
O=C(O)CC1CCC1CC(=O)O (configuration not stated)	4	nt	7	12	-1	-1	-6	5
CC1(C)CC(=O)C=C(CN2C(=O)c3ccccc3C2=O)C1=O	-4	1	0	-1	-3	-1	-1	10
O=S(=O)(c1ccc(-c2ccon2)s1)N1CCN(c2ccccn2)CC1	nt	nt	-1	2	8	-4	nt	-1
COCC(=O)Nc1ccc2c(c1)C(=O)N(C)[C@H]1CC[C@H](CC(=O)Nc3ccccc3OC)O[C@@H]1CO2	0[16.7 µM]	-13	nt	nt	4	6	-2	5
CC(C)=CCCC(C)c1cc(C(=O)NCCc2ccc(O)cc2)c(N)s1 (configuration not stated)	nt	nt	nt	1	12	-2	nt	-2
CN(CCC#N)C(=O)COC(=O)/C=C/c1ccc2c(c1)OCO2	-6	2	-4	10	12	2	0	1
CCN(CC)C(=O)CN1C(=O)C2CC=C(Cl)CC2C1=O (configuration not stated)	-17	0	-1	10	nt	nt	nt	12
COC(=O)CN(c1cc(OC)ccc1OC)S(=O)(=O)c1ccc(OC)c(OC)c1	4	1	2	nt	nt	nt	8	4
Cn1c(=O)n(C)c2cc(NC(=O)c3ccccc3[N+](=O)[O-])c(Br)cc21	-2	1	nt	-10	13	-2	5	-3
CCOc1ccc(CNC(=O)c2ccc(NC(=O)C3=CSCCO3)cc2)cc1	1	1	2	-14	nt	-1	-4	-25
CCn1c(C)c(C)c2cc(C(=O)NCCCN3CCN(C)CC3)ccc21	-2	6	-3	-5	0	-99	3	-22
O=C(CC1C(=O)NCCN1CC(c1ccccc1)c1ccccc1)NCC1CCOCC1 (configuration not stated)	nt	1	5	-10	nt	-1	nt	-1
O=c1ccnc(Nc2ccc([N+](=O)[O-])cc2)[nH]1	nt	nt	2	2	-2	16	nt	-10
O=C(N[C@H]1CC[C@@H](CC(=O)N2CCc3ccccc3C2)O[C@H]1CO)C1CCC1	nt	-1	nt	24	-2	8	-16	-6
COc1cc(OC)cc(-c2nc(=S)n3ccsc3n2)c1	nt	nt	3	4	2	0	9	16
CC(NC(=O)c1ccco1)C(c1cccs1)N1CCN(c2ccc(F)cc2)CC1 (configuration not stated)	nt	nt	nt	-1	8	7	5	nt
Cc1ccc(S(=O)(=O)N2CCN(C(=O)COC(=O)c3cccc(Cl)c3)CC2)c(C)c1	-7	-4	-3	25	-3	-4	0	5
COc1cccc2cc(/C(C)=N/Nc3nc(-c4cc(C)ccc4C)cs3)c(=O)oc12	-10	1	-7	nt	nt	nt	nt	-6
CCOC(=O)c1cc(C(C)(C)C)n(CCCN2CCOCC2)c1C	nt	nt	8	3	17	-2	nt	-7
O=C(C[C@@H]1C[C@@H]2c3cc(NC(=O)Nc4ccccc4)ccc3O[C@@H]2[C@H](CO)O1)NC1CCCCC1	-1[16.7 µM]	3	-6	-2	0	0	0	-9
CN(C)c1ccc(NC(=O)Nc2cccc(Cl)c2)cc1	1	-10	6	nt	nt	nt	21	nt
C[C@@H]1CCCCO[C@@H](CN(C)Cc2ccccc2)[C@@H](C)CN([C@@H](C)CO)C(=O)c2cc(NS(=O)(=O)c3ccc(Cl)cc3)ccc2O1	-7[16.7 µM]	5	2	10	9	0	0	76*
O=C1CCc2cc(S(=O)(=O)NC(Cc3ccccc3)C(=O)NCC3CCCO3)ccc2N1 (configuration not stated)	1	2	-9	-16	1	1	1	-2
Cc1noc(C)c1NC(=O)Nc1ccc2c(c1)C(=O)N([C@@H](C)CO)C[C@@H](C)[C@@H](CN(C)C(=O)Nc1cccc3ccccc13)O2	-5[16.7 µM]	0	5	27	12	-1	9	nt
O=C(C[C@H]1C=C[C@@H](NS(=O)(=O)c2ccccc2)[C@@H](CO)O1)N1CCC(Cc2ccccc2)CC1	nt	nt	nt	6	12	0	5	20
O=C(Nc1ccccc1)c1ccc(NCCN2C(=O)CCC2=O)c([N+](=O)[O-])c1	nt	nt	-9	-9	-5	-5	1	14
O=C(c1cccc(F)c1)N1CC(=O)N2[C@@H](CO)[C@H](c3ccc(C4=CCCC4)cc3)[C@@H]2C1	nt	nt	-2	-7	0	3	-13	-13
O=C(C1CCC1)N1CCCCN2[C@H](C1)[C@H](c1ccc(-c3ccncc3)cc1)[C@@H]2CO	0[16.7 µM]	-3	9	24	1	0	3	15
Cc1ccc(C)c(/C=N/n2cc(-c3ccccc3)[nH]c2=S)c1	nt	nt	-2	-32	32	-6	nt	21
Cc1ccccc1Nc1nc(N)nc(COC(=O)c2ccc([N+](=O)[O-])o2)n1	-7	0	-2	-10	-7	29	4	-8
COc1cc(OC)c(C#N)c(S(=O)Cc2ccccc2)c1 (configuration not stated)	-3	4	10	nt	nt	nt	-8	3
CCOC(=O)C1(Cc2cccc(Cl)c2)CCCN(C(=O)c2cc(C(C)C)nn2C)C1 (configuration not stated)	0	-3	2	2	-6	2	-9	-5
CC(C)(Oc1ccc(Cl)cc1)C(=O)NCc1n[nH]c(=O)c2ccccc12	nt	3	-7	-7	1	0	nt	14
CC(C)c1ccc(S(=O)(=O)N2CCN(C(=O)n3ccnc3)CC2)cc1	nt	-3	5	8	12	-2	nt	15
C[C@@H]1CN([C@@H](C)CO)C(=O)Cc2cc(NS(C)(=O)=O)ccc2O[C@H]1CN(C)Cc1ccc(C(=O)O)cc1	0[16.7 µM]	-2	nt	3	4	0	4	-23
COc1ccc(-c2cc(-c3cccs3)c(C#N)c(SCC(=O)NCc3ccccc3OC)n2)cc1	-4	0	-1	nt	nt	nt	2	30
C[C@H](CO)N1C[C@H](C)[C@@H](CN(C)Cc2ccc3c(c2)OCO3)Oc2ccc(NC(=O)Cc3cn(C)c4ccccc34)cc2CC1=O	-9[16.7 µM]	-2	nt	-24	13	2	-26	15
CC(CCn1cccn1)NC(=O)CCc1nnc(CCc2ccccc2)o1 (configuration not stated)	nt	nt	-2	1	-12	1	nt	-12
CCCN(CC(=O)Nc1ccccc1OC)C(C)C(=O)NC(C)CCc1ccccc1 (configuration not stated)	-2	-7	-4	3	-3	1	nt	0
O=C1CSCc2nc3ccccc3n21	nt	nt	12	14	8	0	nt	17
C[C@@H]1CN([C@@H](C)CO)C(=O)c2cc(NS(=O)(=O)c3ccc(Cl)cc3)ccc2O[C@@H](C)CCCCO[C@@H]1CN(C)CC1CCCCC1	-5[16.7 µM]	57	nt	5	21	nt	-40	4
C[C@@H]1CN([C@H](C)CO)C(=O)CCCn2nncc2CO[C@@H]1CN(C)Cc1ccccc1C(=O)O	0[16.7 µM]	0	1	14	4	-1	-4	4
O=C(OCCN1CCCCC1)c1cccc(F)c1	nt	0	-4	-10	4	-12	nt	-9
Cc1cccc(NS(=O)(=O)c2ccc(C3CCCCC3)cc2)c1	?	4	-12	nt	nt	nt	nt	30
CC(CNC(=O)C(C)C)NC(=O)C(C)C (configuration not stated)	-7	3	-5	nt	nt	nt	-8	5
COc1ccccc1NC(=O)NNC(=O)c1cc2ccccc2cc1O	0	1	-4	-1	4	-2	1	-4
CCOC(=O)CCc1c(C)c2ccc(OCc3cc([N+](=O)[O-])ccc3OC)c(C)c2oc1=O	nt	nt	3	5	15	-1	nt	-10
C[C@H](CO)N1C[C@H](C)[C@H](CN(C)C)Oc2ccc(NC(=O)Nc3ccc4c(c3)OCO4)cc2C1=O	-3[16.7 µM]	0	1	3	-3	1	2	-7
COC(=O)c1c2oc(c1C(=O)OC)C(=O)N[C@H](Cc1ccccc1)Cn1cc(nn1)[C@H](Cc1ccccc1)NC(=O)N[C@H](CO)CC2	nt	-2	nt	nt	-5	0	nt	-2
Cc1cc(C)c2c(=O)n3c(nc2c1)C(Cc1ccc(O)cc1)NC(=O)c1cccnc1-3 (configuration not stated)	-1	-1	1	0	19	25	nt	14
